Bioassay records deposited in PubChem by several laboratories.
Pf gametocyte = kills late stage P. falciparum gametocytes; 150,000 compounds, 0.065% hits; inhibition, % at 10.9 µM; P. falciparum stage V gametocytes, ATP luminescence, 24 h; AID 743093;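 active = inhibition above the mean plus 3 SD of compounds within the control limits, set per campaign, cut at about 38% in these data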;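 note: 0% = DMSO wells and 100% = medium only without gametocytes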
Mcl1 Bid PPI = Mcl-1/Bid interaction inhibition | Q07820 | TR-FRET Mcl-1/Bid-Dy647 peptide binding, 1536-well | inhibition, % at 21.7 µM | 220,000 compounds, 0.97% hits;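 active = compounds that cut the binding signal by more than half at the single screening dose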;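 note: His-tagged Mcl-1 with europium anti-His antibody binding Bid BH3 peptide; 0% = Mcl-1 plus peptide wells and 100% = peptide-only wells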
Target sequence (Q07820 whole entry, looked up): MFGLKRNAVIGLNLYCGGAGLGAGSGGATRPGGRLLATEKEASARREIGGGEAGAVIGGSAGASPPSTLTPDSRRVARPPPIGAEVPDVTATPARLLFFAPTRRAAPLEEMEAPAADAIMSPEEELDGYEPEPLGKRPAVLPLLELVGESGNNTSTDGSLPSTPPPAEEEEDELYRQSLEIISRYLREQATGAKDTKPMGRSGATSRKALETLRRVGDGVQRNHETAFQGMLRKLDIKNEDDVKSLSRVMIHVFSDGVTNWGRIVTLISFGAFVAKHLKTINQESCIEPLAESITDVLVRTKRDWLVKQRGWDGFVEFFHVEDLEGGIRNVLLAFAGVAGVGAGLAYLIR
Rab2 wt GTP = changes GTP binding to wildtype dog Rab2A, up or down; P61105; GST-Rab2 wt beads, Bodipy-GTP binding, flow cytometry; GTP binding activity, % at 10 µM; 190,000 compounds, 0.19% hits; AID 760;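 active = GTP binding activity at least 20 points away from 100%, either lowered or raised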;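 note: 0% = beads with excess unlabeled GTP and 100% = no-compound control corrected for plate trend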
Bim-Mcl-1 = inhibitors of Bim-Mcl-1 interaction, human | Q07820 | Bead-based flow cytometry, Bim peptide-Mcl-1 binding | inhibition, % at 10 µM | 190,000 compounds, 0.1% hits; in the data active = inhibition above about 40%;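 note: 0% = no compound tracer wells and 100% = peptide blocker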
Cdc42 wt = modulators (inhibitors or activators) of GTP binding to human Cdc42 wildtype; P60953; GST-Cdc42 beads, Bodipy-GTP binding, flow cytometry; actives lie on both sides; percent activity (GTP binding), % at 10 µM; 190,000 compounds, 0.2% hits; AID 761;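 active = percent activity GTP binding at least 20 points away from the 100% baseline, either down as inhibitor or up as activator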;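 note: median bead fluorescence of bound Bodipy-FL-GTP at 100 nM; 0% = excess unlabeled GTP control and 100% = no compound control; below 100% means less GTP binding so inhibitor and above means activator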
Target sequence (P60953 whole entry, looked up): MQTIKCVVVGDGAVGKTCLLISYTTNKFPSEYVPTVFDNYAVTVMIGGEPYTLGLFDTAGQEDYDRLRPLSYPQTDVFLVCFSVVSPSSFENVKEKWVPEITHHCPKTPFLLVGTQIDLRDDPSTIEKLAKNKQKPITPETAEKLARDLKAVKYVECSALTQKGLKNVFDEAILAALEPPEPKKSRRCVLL
Rac1 wt GTP bind = alters GTP binding to wildtype human Rac1 | GST-Rac1 beads, fluorescent GTP binding, flow cytometry; actives lie on both sides; 0 = cold GTP competed, 100 = untreated | GTP binding activity (% of control), % at 10 µM | 190,000 compounds, 0.27% hits;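 active = GTP binding activity at least 20 points away from the 100% control level, either lower or higher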
Mcl1-Noxa inh = disrupts binding of human Mcl-1 to Noxa peptide | Q07820 | TR-FRET Mcl-1/Noxa peptide binding, 2 h | inhibition, % at 21.7 µM | 220,000 compounds, 1.5% hits | AID 1022;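 active = compounds that cut the protein-peptide binding signal by more than 50% relative to plate controls in a single-dose test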;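 note: His-tagged Mcl-1 with rhodamine Noxa BH3 peptide and terbium anti-His antibody; 0% = Mcl-1 plus Noxa peptide wells and 100% = peptide-only wells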
HRas wt GTP bind = human HRas wildtype GTP binding, change in either direction | P01112 | GST-Ras wt beads, Bodipy-FL-GTP binding, flow cytometry; actives lie on both sides | GTP binding activity, % at 10 µM | 190,000 compounds, 0.14% hits;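 active = GTP binding activity at least 20% away from the 100% baseline, either lowered as inhibitor or raised as activator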;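 note: 0% = unlabeled GTP competition control and 100% = no-compound control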
Target sequence (P01112 whole entry, looked up): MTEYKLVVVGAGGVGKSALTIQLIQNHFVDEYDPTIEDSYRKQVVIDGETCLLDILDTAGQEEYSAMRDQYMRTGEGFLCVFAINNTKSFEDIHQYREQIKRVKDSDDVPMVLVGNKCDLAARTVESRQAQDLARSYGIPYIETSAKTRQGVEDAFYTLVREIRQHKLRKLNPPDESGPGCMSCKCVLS
Rab7 wt modul = modulators of GTP binding to dog Rab7 wildtype GTPase | GST-Rab7 beads, fluorescent GTP binding, flow cytometry; actives lie on both sides; untreated = 100%, excess cold GTP = 0% | GTP binding activity (percent of control), % at 10 µM | 190,000 compounds, 0.055% hits;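 active = fluorescent GTP binding to Rab7 beads changed by at least 20 points from the 100% baseline, either direction, mostly lower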;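 note: median green fluorescence of bound Bodipy-FL-GTP per Rab7 bead population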
Avidin bead fluor = avidin bead compound fluorescence profile | fluorescence (KMESF) at 10 µM | 220,000 compounds, 0.38% hits | Avidin beads, compound fluorescence 488/530 nm, flow cytometry; hits give high values; in the data active = fluorescence above about 47; note: inactives centre near 10
Rac1 mut GTP = modulators of GTP binding to human Rac1 activated mutant; GST-Rac1 activated beads, fluorescent GTP binding, flow cytometry; actives lie on both sides; 100% means binding = to untreated wells; AID 764; percent activity (GTP binding), % at 10 µM; 190,000 compounds, 0.11% hits;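 active = GTP binding at least 20 percentage points away from the 100% baseline, in either direction, so actives lie on both sides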
* = called active by the depositor; nt = no result given.

SMILES | Pf gametocyte | Mcl1 Bid PPI | Rab2 wt GTP | Bim-Mcl-1 | Cdc42 wt | Rac1 wt GTP bind | Mcl1-Noxa inh | HRas wt GTP bind | Rab7 wt modul | Avidin bead fluor | Rac1 mut GTP
CC(C)CCc1noc(CN2CCN(c3ccc(Cl)cn3)CC2)n1 | -1 | -1 | 94 | -2 | 95 | 98 | 5 | 98 | 102 | 3 | 93
CN1CCN(C(CC(=O)Nc2cccc(O)c2)C(=O)O)CC1 (centres undefined) | nt | -40 | 99 | -2 | 93 | 96 | -5 | 97 | 100 | 2 | 93
O=C(CCc1nc(-c2ccccc2)no1)NCC1CCCO1 (centres undefined) | -22 | -15 | 100 | 1 | 101 | 105 | 10 | 101 | 103 | 42 | 101
CN(C)CCCNS(=O)(=O)c1ccc(Oc2ncc(C(F)(F)F)cc2Cl)cc1 | nt | 3 | 109 | -1 | 107 | 109 | 11 | 109 | 107 | 2 | 102
CC(C)COC(=O)n1c(SCC(=O)N(C)C)nc2ccccc21 | -11 | -10 | 100 | 5 | 100 | 107 | -6 | 103 | 106 | 10 | 96
Cc1nn2c(N3CCN(c4ccccn4)CC3)cc(C(C)C)nc2c1-c1ccccc1 | nt | 4 | 99 | -1 | 100 | 102 | 1 | 100 | 98 | 7 | 99
O=C(NN=C1CCCCCC1)NC1CCCCC1 | -11 | -12 | 101 | -3 | 101 | 104 | 15 | 96 | 100 | 15 | 99
COc1ccc(Cn2c(CCCO)nc3ccccc32)cc1OC | 4 | -8 | 96 | -1 | 96 | 101 | 5 | 98 | 100 | 24 | 97
COC(=O)c1c(C(=O)OC)c(-c2ccc(C)cc2)n2c1CCC2 | -16 | 0 | 96 | -2 | 97 | 97 | 9 | 97 | 99 | 10 | 95
C=C(C)CNC(=S)NNC(=O)c1cc(C)oc1C | -4 | -8 | 99 | -4 | 99 | 101 | 9 | 98 | 95 | 15 | 99
COc1ccc(Cn2nnnc2C(c2cccs2)N2CCOCC2)cc1 (centres undefined) | nt | -15 | 101 | -1 | 104 | 106 | 0 | 100 | 98 | 11 | 98
C=CC[N+](C)(C)C/C(Cl)=C(\Cl)c1ccccc1 | 5 | -9 | 98 | 1 | 104 | 103 | 6 | 100 | 98 | 16 | 100
O=C(NCC1CCCO1)C1CCC(=O)N1Cc1ccc(F)cc1 (centres undefined) | nt | -69 | 94 | -1 | 98 | 96 | 8 | 97 | 92 | 37 | 95
CCCOc1ccc(C(=O)Nc2nc(C)c(Cc3ccc4c(c3)OCO4)s2)cc1 | -26 | -14 | 98 | -1 | 106 | 104 | -6 | 99 | 98 | 15 | 100
COc1ccc(NC(=O)c2ccc3c(SCC(=O)O)c4c(nc3c2)CCCC4)c(OC)c1 | 18 | 17 | 90 | 0 | 92 | 89 | 25 | 92 | 92 | 9 | 90
Cc1ccc(Nc2c(-c3ccccc3O)nc3cnccn23)cc1 | 13 | -1 | 102 | 0 | 100 | 101 | 25 | 99 | 104 | 10 | 97
CN(C)/C(CN1CCCCC1)=C1\N=C(c2ccccc2)OC1=O | nt | 66* | 103 | -2 | 105 | 103 | -3 | 103 | 100 | 7 | 101
CCOC(=O)C1(Cc2cccc(F)c2)CCN(C(=O)c2cscn2)CC1 | -1 | 12 | 98 | -26 | 98 | 101 | 9 | 98 | 94 | 5 | 99
Cc1cccc(C)c1OCC(=O)N/N=C/c1cccn1C | nt | -16 | 101 | 2 | 104 | 109 | -1 | 105 | 99 | 8 | 102
COc1ccc(C(CC(=O)O)NC(=O)c2ccco2)cc1 (centres undefined) | 9 | -19 | 102 | 1 | 103 | 104 | -21 | 103 | 97 | 15 | 101
CC(C)c1ccc(N(CC(=O)N/N=C/c2ccc(OC3CSC3)cc2)S(=O)(=O)c2ccccc2)cc1 | -3 | 8 | 95 | -3 | 98 | 100 | 13 | 94 | 98 | 9 | 95
COc1ccc2c(c1)CCc1c(C(=O)NCCc3ccc(OC)c(OC)c3)noc1-2 | -1 | 9 | 103 | -2 | 103 | 105 | 11 | 102 | 98 | 37 | 100
Nc1cccc(CCc2nc3ccccc3[nH]2)c1 | 25 | -17 | 98 | -4 | 97 | 102 | -13 | 100 | 102 | 4 | 98
O=C(CNC(=S)N(Cc1ccccc1)Cc1ccccc1F)NCc1ccccc1 | 6 | -15 | 98 | 0 | 100 | 98 | 13 | 96 | 93 | 30 | 95
O=C(O)c1ccc(CSc2ccccn2)cc1 | nt | -18 | 99 | 10 | 101 | 95 | -2 | 94 | 96 | 11 | 98

Reformatted with two lines to a compound: part of the list above.
Each structure is followed by: Pf gametocyte	Mcl1 Bid PPI	Rab2 wt GTP	Bim-Mcl-1	Cdc42 wt	Rac1 wt GTP bind	Mcl1-Noxa inh	HRas wt GTP bind	Rab7 wt modul	Avidin bead fluor	Rac1 mut GTP
- O=C(NN=C1CCCCCC1)NC1CCCCC1
→ -11	-12	101	-3	101	104	15	96	100	15	99
- COc1ccc(Cn2c(CCCO)nc3ccccc32)cc1OC
→ 4	-8	96	-1	96	101	5	98	100	24	97
- COC(=O)c1c(C(=O)OC)c(-c2ccc(C)cc2)n2c1CCC2
→ -16	0	96	-2	97	97	9	97	99	10	95
- C=C(C)CNC(=S)NNC(=O)c1cc(C)oc1C
→ -4	-8	99	-4	99	101	9	98	95	15	99
- COc1ccc(Cn2nnnc2C(c2cccs2)N2CCOCC2)cc1 (centres undefined)
→ nt	-15	101	-1	104	106	0	100	98	11	98
- C=CC[N+](C)(C)C/C(Cl)=C(\Cl)c1ccccc1
→ 5	-9	98	1	104	103	6	100	98	16	100
- O=C(NCC1CCCO1)C1CCC(=O)N1Cc1ccc(F)cc1 (centres undefined)
→ nt	-69	94	-1	98	96	8	97	92	37	95

Other entries
SMILES | Pf gametocyte | Mcl1 Bid PPI | Rab2 wt GTP | Bim-Mcl-1 | Cdc42 wt | Rac1 wt GTP bind | Mcl1-Noxa inh | HRas wt GTP bind | Rab7 wt modul | Avidin bead fluor | Rac1 mut GTP
C=CCn1c(SCC(=O)O)nnc1-c1ccc(C(C)(C)C)cc1 | 6 | -5 | 99 | -4 | 96 | 96 | 19 | 98 | 103 | 18 | 97
C=CCn1c(NCCO)nc2sc3c(c2c1=O)CCC3 | nt | -46 | 100 | 0 | 101 | 102 | 21 | 99 | 100 | 5 | 96
O=c1c(Cc2ccccc2)c(O)ccn1Cc1ccc2c(c1)OCO2 | 5 | -30 | 98 | 0 | 100 | 98 | 18 | 98 | 95 | 10 | 97
O=C(O)C(Cc1ccccc1)N1C(=O)c2cccc3cccc(c23)C1=O (centres undefined) | -3 | -4 | 94 | -6 | 97 | 95 | -11 | 93 | 93 | 13 | 93
COc1ccc(C2=Nn3c(nnc3-c3cccnc3)SC2)cc1 | -12 | -37 | 81 | 4 | 82 | 91 | 1 | 83 | 89 | 5 | 88
O=C(O)CCN1CC2([N+](=O)[O-])CC=C(OCCO)C([N+](=O)[O-])(C1)C2 (centres undefined) | 3 | -31 | 97 | -4 | 93 | 100 | 17 | 98 | 96 | 6 | 94
Cc1ccc(S(=O)(=O)Nc2ccccc2C(=O)Nc2sccc2C(=O)NN(C)C)cc1 | nt | -1 | 99 | -1 | 96 | 99 | 26 | 98 | 96 | 7 | 96
Cc1ccc(C)c(NC(=O)C(=O)NCc2ccccn2)c1 | 7 | 8 | 99 | 35 | 95 | 98 | 9 | 98 | 98 | 11 | 97
O=C(CCCCCNc1nc(=S)[nH]c2ccccc12)NCc1ccccc1Cl | nt | -54 | 84 | 0 | 87 | 85 | -58 | 89 | 102 | nt | 94
COc1cc(CC(=O)NCCc2ccc(S(N)(=O)=O)cc2)cc(OC)c1OC | nt | -13 | 98 | 1 | 102 | 102 | 9 | 100 | 97 | 8 | 98
CCOC(=O)Cn1nnc(-c2ccc(OCC(C)C)cc2)n1 | 3 | 6 | 100 | -2 | 100 | 102 | -8 | 99 | 99 | 9 | 100
CCNc1nc(NCC)nc(SCCOc2ccc(C)cc2)n1 | nt | 7 | 98 | -7 | 98 | 98 | 31 | 98 | 97 | 5 | 97
O=C(CN1C(=O)CC(c2ccccc2)=Nc2ccccc21)NC1CCCCC1 | nt | -2 | 101 | -5 | 105 | 102 | 15 | 101 | 98 | 13 | 102
CCOC(=O)c1ccc(N2C(=O)CC(N3CC(C)OC(C)C3)C2=O)cc1 (centres undefined) | -13 | -8 | 102 | -1 | 102 | 105 | 7 | 101 | 100 | 6 | 100
O=C(CSc1cccc[n+]1[O-])NC(=O)c1ccc(OC(F)F)cc1 | nt | -19 | 97 | 0 | 94 | 100 | 2 | 95 | 94 | 12 | 95
COc1ccc(N2CC(C)(C)C2=O)cc1 | nt | -10 | 93 | -2 | 94 | 101 | 6 | 96 | 96 | 12 | 93
COc1ccc(/C=N/NC(=O)C2(O)c3ccccc3-c3ccccc32)cc1 | nt | -17 | 99 | -3 | 101 | 105 | 3 | 101 | 95 | 11 | 101
Cc1ccc(S(=O)(=O)N2CCN(C(=O)CN3CCCCC3)C2)cc1 | nt | -5 | 97 | 0 | 100 | 102 | -17 | 98 | 99 | 17 | 99
COC(=O)/C=C1/N/C(=N\c2nc(C)cc(C)n2)N(c2cccc(C)c2)C1=O | 11 | 7 | 98 | -1 | 103 | 105 | 4 | 100 | 99 | 23 | 96
Cc1nc2cc(NC(=O)NCCCO)ccc2o1 | -1 | -33 | 98 | 0 | 99 | 98 | -1 | 100 | 103 | 18 | 96
Cc1ccc(-c2nnn(CC(=O)N(C)C3CCCCC3)n2)o1 | -19 | -6 | 97 | -2 | 97 | 96 | 16 | 97 | 97 | 11 | 95
COc1ccc(OC)c(C(C)NC(=O)c2ccc(Br)cc2)c1 (centres undefined) | 6 | -21 | 102 | -7 | 103 | 105 | 17 | 103 | 104 | 16 | 100
CC(C)(C)C(=O)NC(=S)Nc1ccc(S(=O)(=O)Nc2nccs2)cc1 | -5 | 1 | 105 | -6 | 103 | 104 | 10 | 102 | 97 | 14 | 101
COC(=O)CNC(=O)c1ccc(OC2CCN(C(=O)C3CC3)CC2)cc1 | -10 | -33 | 100 | -2 | 98 | 99 | -3 | 98 | 107 | 7 | 97
